Screening results as filed in PubChem.
SENP7 inh: blocks the human protease SENP7. Q9BQF6. recombinant SENP7, Z-RLRGG-aminoluciferin luminescence, 40 min. inhibition, % at 5 µM. 330,000 compounds, 1.5% hits. AID 434973;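 active = inhibition above about 50% at the single test dose, limit read from the data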;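 note: plate controls were DMSO with enzyme for no effect and no enzyme buffer wells for full effect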
Target sequence (Q9BQF6 706-1050 limits assumed): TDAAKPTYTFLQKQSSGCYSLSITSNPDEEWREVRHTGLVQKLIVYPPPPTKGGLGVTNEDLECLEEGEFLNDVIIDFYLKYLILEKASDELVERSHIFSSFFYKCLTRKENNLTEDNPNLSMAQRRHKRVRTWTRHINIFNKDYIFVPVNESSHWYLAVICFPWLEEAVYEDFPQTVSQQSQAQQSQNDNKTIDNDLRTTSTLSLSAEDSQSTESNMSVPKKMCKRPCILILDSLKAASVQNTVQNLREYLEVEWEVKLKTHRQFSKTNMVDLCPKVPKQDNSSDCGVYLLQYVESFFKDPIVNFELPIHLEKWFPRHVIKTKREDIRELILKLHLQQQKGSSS
Apaf1 inhib: inhibitors of human Apaf-1 apoptosome; O14727; reconstituted apoptosome caspase-3 activity, DEVD-Rh110 fluorescence; inhibition, % at 20 µM; 330,000 compounds, 0.71% hits; active = inhibition of at least 40% at 20 µM;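 note: plate controls were DMSO wells for no effect and DEVD-CHO caspase inhibitor wells for full effect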
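Material: reconstituted apoptosome with Apaf-1, cytochrome c, caspase-9, procaspase-3, dATP; medium: pH 7.5 Hepes buffer with CHAPS, BSA, DTT; also added: cytochrome c and DEVD-Rh110 substrate; timing: 30 min plus 50 min, RT; signal: Rh110 fluorescence intensity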
SENP8 block-1: SENP8 (human) protease inhibition; Q96LD8; 360,000 compounds, 0.64% hits; recombinant SENP8, Nedd8 substrate fluorescence; AID 602440; inhibition, % at 20 µM; in the data active = inhibition mostly above about 40%, no sharp cut-off; inactive = mostly below about 27%
Target sequence (Q96LD8 whole entry, looked up): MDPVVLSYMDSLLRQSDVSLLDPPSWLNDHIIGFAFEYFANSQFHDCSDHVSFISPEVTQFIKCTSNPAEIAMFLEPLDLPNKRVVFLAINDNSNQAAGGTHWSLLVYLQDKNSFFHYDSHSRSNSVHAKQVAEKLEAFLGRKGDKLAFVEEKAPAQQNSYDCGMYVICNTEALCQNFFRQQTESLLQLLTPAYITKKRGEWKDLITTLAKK
HKDC1 inhibitor: inhibitors of human hexokinase HKDC1; Q2TB90; recombinant HKDC1, G6PDH/diaphorase resazurin coupled fluorescence; inhibition, % at 20 µM; 340,000 compounds, 0.16% hits;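 active = inhibition above about 35% when tested at 20 µM, limit read from the data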;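 note: plate controls were DMSO wells with enzyme for no effect and DMSO wells lacking enzyme for full effect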
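Assay system – recombinant HKDC1 (HK5) hexokinase enzyme, produced in-house · Input – HKDC1 at 5 µg/mL · Reagent – glucose plus 1 mM ATP as hexokinase substrates · Timing – 90 min reaction incubation at room temperature, dark · Measured by – G6PDH/diaphorase-coupled fluorescence, 1 mM NADP, 100 µM resazurin, 525/613 nm · Benchmarks – DMSO-enzyme wells negative, buffer-substituted wells positive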
SENP8 block-2: SENP8 protease inhibition. AID 2540. inhibition, % at 10 µM. purified SENP8, Z-RLRGG-aminoluciferin cleavage, luminescence. 330,000 compounds, 1.2% hits. Q96LD8; in the data active = inhibition above about 50%
PfG6PD inh: PfG6PD (Plasmodium falciparum) enzyme inhibition. PfGluPho enzyme, NADPH resazurin-diaphorase fluorescence. inhibition, % at 20 µM. 350,000 compounds, 0.78% hits;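 active = inhibition reaching at least a set limit at 20 µM in the primary screen, cut at about 59% in these data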;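 note: 0% = DMSO wells with substrate and 100% = DMSO wells lacking glucose-6-phosphate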
SENP6 block: blocks the human protease SENP6 | Q9GZR1 | Recombinant SENP6 catalytic domain, aminoluciferin luminescence | inhibition, % at 10 µM | 330,000 compounds, 1.8% hits | AID 2599;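 active = inhibition above about 50% at the single tested dose, limit read from the data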;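 note: plate controls were DMSO wells with enzyme for no effect and DMSO wells lacking enzyme for full effect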
Target sequence (Q9GZR1 628-1112 limits assumed): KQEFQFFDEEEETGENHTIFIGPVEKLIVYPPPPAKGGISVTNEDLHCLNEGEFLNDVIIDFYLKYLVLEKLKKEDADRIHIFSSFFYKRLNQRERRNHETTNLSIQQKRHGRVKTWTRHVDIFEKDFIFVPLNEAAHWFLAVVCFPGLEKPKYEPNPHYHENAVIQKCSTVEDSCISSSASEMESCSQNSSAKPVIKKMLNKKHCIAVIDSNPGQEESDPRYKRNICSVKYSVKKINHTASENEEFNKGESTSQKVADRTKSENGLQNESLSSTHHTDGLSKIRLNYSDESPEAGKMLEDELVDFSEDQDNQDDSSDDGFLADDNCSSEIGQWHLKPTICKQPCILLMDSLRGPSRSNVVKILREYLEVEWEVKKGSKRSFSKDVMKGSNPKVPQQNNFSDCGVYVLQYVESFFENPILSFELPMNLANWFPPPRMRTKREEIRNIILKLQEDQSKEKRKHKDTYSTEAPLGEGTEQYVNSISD
SENP1 inh: inhibitors of human SENP1 SUMO protease catalytic domain; Q9P0U3; recombinant SENP1 catalytic domain, CyPet-SUMO1-YPet FRET cleavage; inhibition, % at 10 µM; 360,000 compounds, 0.21% hits; AID 624204;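 active = inhibition at least 30% at 10 µM, raw YFP signal under a set limit, fluorescence ratio 0.5 to 1.5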;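 note: 0% = enzyme with DMSO and 100% = no enzyme wells; some results filed as inactive read as strong as hits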
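Compound: 10 µM single point, 0.5% DMSO; Test system: hSENP1 catalytic domain, recombinant; Timing: 50 min reaction at room temperature; Technique: FRET, CFP and YFP emission; Control set: no-enzyme wells low, DMSO-plus-enzyme wells high control.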
Numbers without * were called inactive; · = no result given.

SMILES	SENP7 inh	Apaf1 inhib	SENP8 block-1	HKDC1 inhibitor	SENP8 block-2	PfG6PD inh	SENP6 block	SENP1 inh
NC(=O)COC(=O)c1ccc(C(=O)C(=O)c2ccccc2)cc1	-11	1	-141	1	-23	-4	4	1
COC(=O)CCN(C(=O)c1cc(OC)c(OC)c(OC)c1)c1ccccn1	0	-10	8	11	5	7	-21	0
Cc1ccc(OCCCCN2CCCCC2)c(C)c1	-4	-13	23	-3	-5	-11	2	0
S=c1[nH]nc(CN2CCCCC2)n1-c1ccc(Cl)cc1	-1	-21	8	0	-2	8	-6	0
CCCc1nn(C)c(C(=O)Nc2ccc(C(C)(C)C)cc2)c1Cl	5	13	-2	0	-5	23	-7	-1
O=C(COC(=O)/C=C/c1ccc(OC(F)F)cc1)NC1CCCCCCC1	-14	6	-1	-3	-9	-6	-15	1
COc1ccc(NC(=O)c2c(NC(=O)CNCC(C)C)sc3c2CCC3)c(OC)c1	-1	-2	-40	-3	-8	5	-7	-1
CC(NC(=O)COC(=O)c1cc(NS(=O)(=O)c2ccc(Cl)c([N+](=O)[O-])c2)ccc1O)C1CC2CCC1C2 (stereo not drawn)	-7	13	4	4	-11	-24	-2	4
CCOC(=O)CC1CCCCN1C(=O)c1cc(COc2cccc3cnccc23)on1 (stereo not drawn)	-19	11	-32	1	-7	-2	-2	1
CCCn1c(SCC(=O)NC2CCCC2)nnc1C(C)C	-1	-10	3	-4	0	-12	-3	1
COc1ccc(NC2CCN(C3CC(=O)N(c4ccc(F)c(Cl)c4)C3=O)CC2)cc1 (stereo not drawn)	-2	24	14	5	-14	16	-15	0
CCn1nccc1C(=O)Nc1ccccc1OC	-13	4	-2	2	-13	-3	7	0
Cc1c(C(=O)Nc2ccc(Cl)cc2)c2ccccn2c1C(=O)c1ccc(F)cc1	-5	5	6	3	-10	-9	-4	4
NC(=O)c1c(NC(=O)COC(=O)c2ccc(S(=O)(=O)Nc3ccccc3)cc2)sc2c1CCCC2	-4	1	-19	-2	-4	-5	10	-14
CN(C)C(=O)c1cc(Cl)ccc1Sc1cc(Cl)ccc1Cl	2	15	8	-1	1	32	-9	1
O=C(CCc1nnc2n(Cc3ccc(Cl)cc3)c(=O)c3ccccc3n12)N1CCN(c2ccccn2)CC1	-27	18	-8	-4	-7	2	-10	1
CCOC(=O)c1c(NC(=O)c2cc(C)oc2C)sc(C(=O)Nc2ccc(Cl)cc2)c1C	-9	14	-107	-7	-5	3	-12	-14
COc1ccc(S(=O)(=O)N2CCCCCC2)cc1C(=O)N(C)CC(=O)Nc1ccccc1C(F)(F)F	-10	0	5	5	-17	0	-7	0
CCC[C@H]1CCCC/C=C\CCCC(=O)OCCN1C(=O)OC(C)(C)C	-7	15	6	-1	-12	-3	-12	0
O=c1c2cc(N3CCOCC3)ccc2[nH]c(=S)n1Cc1ccc(Cl)cc1	-13	32	-279	4	-4	6	-9	-68
CC(C)NS(=O)(=O)c1ccc(OCC(=O)NCc2ccccc2)cc1	-1	-3	15	-8	3	18	-15	4
CC(C)(C)C(=O)N1c2ccccc2CCc2ccccc21	14	-6	1	3	-4	-17	16	-2
c1ccn2c(SCc3ccc4c(c3)OCCO4)nnc2c1	9	11	-32	2	-9	-2	-1	0
Cc1cccc(NS(=O)(=O)c2ccc(C)c(C(=O)NC3CCN(Cc4ccccc4)CC3)c2)c1	·	·	-13	3	·	0	·	-30
Cc1nc2ncnn2c(N2CCCC(C(=O)Nc3ccc4c(c3)CCC4)C2)c1C (stereo not drawn)	-2	-13	19	-4	7	16	17	0
O=C(CCC(=O)n1ncc2ccccc21)N1CCCCC1	-5	-5	4	-2	5	5	-4	1
NS(=O)(=O)Oc1ccccc1	5	-5	16	-4	-8	-2	-12	-1
O=C(c1ccc([N+](=O)[O-])cc1)N(Cc1ccccc1)c1ccccn1	0	-4	5	-7	1	32	9	0
COc1ccc(NC(=O)CN2CCN(CC(=O)Nc3ccc(F)cc3F)CC2)cc1	-7	1	19	-2	-3	-11	-1	3
COC(=O)Cc1csc(NC(=O)c2ccc3ncsc3c2)n1	2	-7	-71	-2	-5	11	-9	-32
Brc1ccc(OCCOCCN2CCOCC2)cc1	5	-8	7	-6	-9	-7	-18	0
CC1(C)CC(NC(=O)COc2ccc3ccc(=O)oc3c2)CC(C)(C)N1	-4	-6	-166	-9	4	5	5	0
CCS(=O)(=O)N1CCN(c2ccc(C(=O)N3CCOCC3)cc2[N+](=O)[O-])CC1	4	-14	20	-1	6	20	18	1
Cc1ccc(NC(=O)C2CCN(C(=O)OC(C)(C)C)CC2)cc1S(=O)(=O)N1CCCCC1	1	10	8	3	4	5	9	-1
S=C(NCCc1ccccc1)Nc1ccccn1	-10	13	6	-9	-12	16	-64	1
O=C(Nc1ccc(Cl)cn1)c1ccc(COCC(F)(F)C(F)F)o1	-1	-12	9	-6	-11	7	-13	-6
O=C(CNC(=O)c1ccc(F)cc1)NCc1ccc(Cl)cc1	-8	-3	11	-4	5	-12	8	3
CC(=O)c1c(C)[nH]c(C(=O)NCc2cccs2)c1C	4	-18	10	-6	-6	-13	-16	2
Cc1ccc(-n2cccc2C(=O)NS(=O)(=O)c2ccc(C)cc2)cc1	1	-8	35	-2	4	-38	9	2
COCCN(C(=O)CSc1nnc(-c2ccncc2)n1C)c1c(N)n(CC(C)C)c(=O)[nH]c1=O	·	·	-19	1	·	-12	·	-5
C/C(=N\NC(=O)c1cc(C)oc1C)c1ccc(C)c([N+](=O)[O-])c1	-13	-1	10	-9	-14	1	-17	2
Cc1cccc(C(=O)Nc2nnc(S(=O)(=O)N(C)Cc3ccco3)s2)c1	5	4	-136	5	-1	95*	8	-14
CN(C)S(=O)(=O)c1cc(C(=O)O)c(NC2CCCCC2)cc1Cl	-4	0	-6	2	-11	-15	-3	0
COc1ccc(-c2cc(C(F)(F)F)nc(N3CCOCC3)n2)cc1OC	8	23	-285	2	-1	0	2	0
Cc1ccc(C(=O)OCC(=O)Nc2ccccc2Cl)c(O)c1	66*	5	5	-6	-18	-9	17	-1
C=CCOC(=O)c1cc(-c2ccc(/C=C3\C(=O)NC(=O)C(C#N)=C3C)o2)ccc1Cl	·	·	-77	29	·	35	·	-14
Cc1cc(=O)[nH]c(Nc2cccc(Br)c2)n1	11	-3	10	0	-7	0	-15	-1
N#Cc1c(SCC(=O)O)nc(-c2ccccc2)c2c1CCCC2	-2	6	-47	-6	-4	-24	-9	2
COc1cc(NC(=O)Cc2nn(C)c(=O)c3ccccc23)cc(OC)c1	-10	3	8	1	-3	-10	3	3
CCOc1ccc(/C=C(\C#N)C(=O)Nc2ccccn2)cc1	3	-13	-8	-3	-8	11	15	-3
CCOc1ccc(OCC(O)CN2CCN(S(=O)(=O)c3cccc(C(F)(F)F)c3)CC2)cc1 (stereo not drawn)	·	·	5	-2	·	11	·	3
Cc1cc(NS(=O)(=O)c2ccc(NC(=O)CSc3nnc(-c4ccco4)n3C)cc2)nc(C)n1	7	0	11	-9	7	-26	11	1
CCN(CC)S(=O)(=O)c1cccc2nsnc12	6	-11	15	-10	5	-7	3	-1
CC(=O)Nc1cc(C(C)C)c(O)c(C(C)C)c1	9	-2	24	-5	7	-5	-4	5
CN(C)c1ccc(NC(=O)CN2CCN(S(=O)(=O)c3cc(Cl)ccc3Cl)CC2)cc1	2	11	16	1	3	15	-2	2
CCOC(=O)N1CCN(C(=O)/C(=C\c2cccs2)NC(=O)c2cccs2)CC1	7	-5	19	9	-5	2	-2	1
O=C(Nc1ccc2c(c1)OCO2)c1cc2nc(C3CC3)cc(C(F)(F)F)n2n1	·	·	16	1	·	18	·	-3
COc1cc(Nc2ncnc(N)n2)cc(OC)c1	-1	-20	7	-4	5	1	-13	0
Cc1cccc(C(=O)NCC(=O)OCC(=O)N2CCc3ccccc32)c1	-9	9	11	-5	-12	-4	-15	3
CCCOc1ccc2c(CC)cc(=O)oc2c1C	-5	14	-92	-7	-10	-7	-6	2

Results in Apaf1 inhib, for 5 of the compounds above:
molecule	Apaf1 inhib
CC(NC(=O)COC(=O)c1cc(NS(=O)(=O)c2ccc(Cl)c([N+](=O)[O-])c2)ccc1O)C1CC2CCC1C2 (stereo not drawn)	13
CC(=O)c1c(C)[nH]c(C(=O)NCc2cccs2)c1C	-18
O=C(CCc1nnc2n(Cc3ccc(Cl)cc3)c(=O)c3ccccc3n12)N1CCN(c2ccccn2)CC1	18
CCCn1c(SCC(=O)NC2CCCC2)nnc1C(C)C	-10
COc1ccc(NC(=O)CN2CCN(CC(=O)Nc3ccc(F)cc3F)CC2)cc1	1

Going on with the list.
SMILES	SENP7 inh	Apaf1 inhib	SENP8 block-1	HKDC1 inhibitor	SENP8 block-2	PfG6PD inh	SENP6 block	SENP1 inh
CC(=O)NNC(=O)c1cc2c3ccccc3n(C)c2s1	4	-1	-192	0	3	-14	-14	-4
CC(=O)c1c(C)[nH]c(C(=O)NCCN2CCC(C)CC2)c1C	2	-4	16	-7	-8	-1	-5	1
CCOC(=O)C1CCN(C(=O)CCNS(=O)(=O)c2ccc3c(c2)CCN3C(=O)CC)CC1	-3	-3	12	-4	1	-2	7	2
COc1ccccc1CNC(=O)CN1NS(=O)(=O)c2ccccc2C1=O	-10	8	15	7	-19	-18	-20	1
COCCn1c(C)nc2oc3ccc(Br)cc3c(=O)c2c1=O	-1	3	-8	3	-1	3	10	-21
COc1ccc(CN2C(=O)[C@@H]3C(c4ccccc4Cl)=NO[C@@H]3C2=O)cc1	-3	16	11	-1	2	-17	-18	0
Cc1ccc(-c2cc(C(=O)Nc3ccccc3C(N)=O)c3ccccc3n2)o1	-3	-16	-368	5	-4	43	-34	-13
CN1CCN(CC(=O)N(Cc2c(C#N)c3ccccc3n2C)c2ccccc2)CC1	-4	8	9	-3	-6	7	-1	-1
Cc1cc(=O)oc(C)c1C(=O)NCCN1CCOCC1	-5	-18	20	-9	-10	1	-5	0
CCn1c(C)nc2cc(C(=O)NNS(=O)(=O)c3ccc(C)c(C)c3)ccc21	8	3	22	-9	-10	-14	-9	-3
COc1ccc(N2CCN(C(=S)NCc3ccccc3)CC2)cc1	11	3	12	-3	8	8	-10	1
COc1ccc(OCC(=O)N2CCN(C(=O)c3ccco3)CC2)cc1	-3	-3	9	0	8	3	-8	2
Fc1ccc(NC(=S)N2CCN(c3ccccn3)CC2)cc1Cl	21	-11	27	-2	-18	2	-21	9
CC(=O)c1c(C)[nH]c(C(=O)OCC(=O)Nc2ccccc2Cl)c1C	1	-2	11	19	-1	0	-5	3
CCOc1cc2c(cc1C=O)OC(C)C2 (stereo not drawn)	10	1	-391	-2	4	-1	-4	-14
COC(=O)c1ccccc1NC(=O)CSc1nnc(Cc2ccc(Cl)cc2)o1	-7	23	4	2	-7	7	13	1
CCC1C(C#N)=C(N)OC2=C1C(=O)CC(C)(C)C2 (stereo not drawn)	8	-16	11	-1	4	-6	-13	-2
COc1ccccc1NCC(=O)N/N=C/c1sccc1C	5	4	13	5	2	-2	-2	-2
COc1ccc(S(=O)(=O)NCC2CCCN(CC(C)(C)C)C2)cc1 (stereo not drawn)	-5	4	-7	-8	-6	-2	-16	-33

Three entries already listed, sorted by molecular weight, smallest number first.
SMILES	SENP7 inh	Apaf1 inhib	SENP8 block-1	HKDC1 inhibitor	SENP8 block-2	PfG6PD inh	SENP6 block	SENP1 inh
CC(=O)NNC(=O)c1cc2c3ccccc3n(C)c2s1	4	-1	-192	0	3	-14	-14	-4
COc1ccc(N2CCN(C(=S)NCc3ccccc3)CC2)cc1	11	3	12	-3	8	8	-10	1
CC(=O)c1c(C)[nH]c(C(=O)OCC(=O)Nc2ccccc2Cl)c1C	1	-2	11	19	-1	0	-5	3
